POLB inh = inhibitors of human DNA polymerase beta; P06746; Pol beta primer extension/strand displacement, fluorescence kinetic; Potency, µM (doses to about 114 µM), for the others: at the top dose activity change, negative = inhibition, most hits filed as inhibitors; actives 1.3% (n = 340,000); AID 485314; also: potency is read from the fitted curve at half-maximal effect; % is scaled to controls: 0 for no effect and ±100 for the full control effect
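Preincubation: enzyme (10 nM) with compound, 15 min, RT. Reaction: substrate added to 50 nM final. Reads: 0 and 10 min. Analysis: normalized, Hill fit.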
ALOX12 inh = ALOX12 (human) lipoxygenase inhibition; P18054; purified 12hLO, xylenol orange hydroperoxide absorbance; Potency, µM (highest dose often 108 µM), without a hit: at the top dose activity change, negative = inhibition, hits mostly inhibitors; actives 1.1% (n = 580,000); AID 1671190; also: potency is read from the fitted curve at half-maximal effect; % is scaled to controls: 0 for no effect and ±100 for the full control effect
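Purified human 12hLO (150 nM final) in 25 mM Hepes, 0.01% Triton X-100, pH 7.0 was preincubated 15 min at room temperature with compound. Then 40 uM arachidonic acid was added, 30 min. Hydroperoxide was read by Fe-XO absorbance ratio 573/405 nm.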
Pol iota inh = blocks human DNA polymerase iota activity. Q9UNA4. Pol iota fluorescent replication assay, 10 min. Potency, µM (highest dose often 115 µM), for inactives: at the highest dose activity, negative = inhibition, actives largely listed as inhibitors. actives 1% (n = 390,000). AID 588590; also: potency is read from the fitted curve at half-maximal effect
Target sequence (Q9UNA4 whole entry, looked up): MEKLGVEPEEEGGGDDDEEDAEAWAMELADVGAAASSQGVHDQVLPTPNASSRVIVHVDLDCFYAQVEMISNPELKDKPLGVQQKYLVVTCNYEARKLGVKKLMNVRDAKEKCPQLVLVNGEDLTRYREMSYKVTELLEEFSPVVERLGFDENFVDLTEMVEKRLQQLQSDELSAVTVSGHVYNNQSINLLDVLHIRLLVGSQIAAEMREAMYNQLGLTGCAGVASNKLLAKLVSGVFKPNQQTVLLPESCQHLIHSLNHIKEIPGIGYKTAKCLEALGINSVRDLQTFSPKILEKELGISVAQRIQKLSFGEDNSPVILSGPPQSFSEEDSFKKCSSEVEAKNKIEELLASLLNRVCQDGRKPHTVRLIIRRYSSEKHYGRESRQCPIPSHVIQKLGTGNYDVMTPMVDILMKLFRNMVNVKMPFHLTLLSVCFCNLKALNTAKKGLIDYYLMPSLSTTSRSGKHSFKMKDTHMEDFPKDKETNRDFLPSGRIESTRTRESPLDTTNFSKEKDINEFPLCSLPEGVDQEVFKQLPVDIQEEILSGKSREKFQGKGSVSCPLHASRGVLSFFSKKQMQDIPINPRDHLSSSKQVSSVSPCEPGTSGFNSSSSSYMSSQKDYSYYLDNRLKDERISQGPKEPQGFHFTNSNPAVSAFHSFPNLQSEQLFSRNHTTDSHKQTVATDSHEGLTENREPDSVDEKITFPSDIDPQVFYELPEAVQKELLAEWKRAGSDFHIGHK
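Pol iota at 10 nM preincubated 15 min with compounds at room temperature; reaction started with fluorescent substrate, 50 nM final. Fluorescence read kinetically at 0 and 10 min; buffer-only wells as negative control.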
Pol kappa inh = blocks human DNA polymerase kappa activity | AID 588579 | actives 0.53% (n = 400,000) | purified Pol kappa, fluorescent DNA synthesis assay, 10 min | Potency, µM (top dose mostly 107 µM), without a hit: at the highest dose activity, negative = inhibition, actives largely listed as inhibitors; also: potency is read from the fitted curve at half-maximal effect; % is scaled to controls: 0 for no effect and ±100 for the full control effect
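Kinetic fluorescence readout at 0 and 10 min followed reaction start with substrate at 50 nM final. Beforehand, enzyme (10 nM Pol kappa) stood 15 min with compound at room temperature; buffer-only wells were negative controls.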
ERG-DNA inh = ERG Ets/DNA interaction inhibition; P11308; fluorescence polarization, His-ERG Ets domain / labelled DNA; Potency, µM (highest dose often 76.9 µM), inactives show at the highest dose FP activity, negative = inhibition, most hits filed as inhibitors; actives 0.028% (n = 370,000); AID 624246; active = well fitted inhibition curve with a large enough effect in the polarisation, with a control signal flat; inconclusive = small, poorly fitted or top-dose-only effect, or effect the other way, or a change in a side signal; inactive = no such curve, though single readings can be large or run the other way; the % refers to the polarisation;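 also: polarization taken with two DNA probes labelled with fluorescein and Texas red; potency is read from the fitted curve at half-maximal effect; % of control where 0% means no effect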
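His-tagged ERG Ets domain (1 uM in the protein solution; 300mM KCl, 50mM Tris-HCl, 1mM EDTA, 1mM DTT, pH 7.5) received compound, then a probe mix of 5 nM fluorescein-DNA and 100nM Texas-615-DNA. Fluorescence polarization was read for both dyes.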
APE1 inh = blocks human APE1 abasic DNA cleavage. recombinant APE1, TAMRA/BHQ-2 abasic DNA cleavage fluorescence. P27695. AID 2517. Potency, µM (highest dose often 65.8 µM), for inactives: at the top dose activity change, negative = inhibition, usual class: inhibitors. actives 0.35% (n = 350,000);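 also: potency is read from the fitted curve at half-maximal effect; plate controls were vehicle for no effect and reference inhibitor for full effect; nearly all actives have a fitted effect of over 55% in size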
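Measures dequenching upon AP-site incision of a 5'-TAMRA/3'-BHQ-2 THF-containing duplex, 50 nM; human APE1 0.75 nM after 15 min room-temperature exposure to compound; kinetic three-point read at one-minute spacing.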
BLM inh = blocks DNA unwinding by human BLM helicase; P54132; recombinant BLM DNA unwinding, fluorescence dequenching; Potency, µM (doses to about 56.1 µM), for the others: at the top dose activity change, negative = inhibition, usual class: inhibitors; actives 0.2% (n = 350,000); AID 2528;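 also: potency is read from the fitted curve at half-maximal effect; plate controls were vehicle for no effect and no enzyme for full effect; nearly all actives have a fitted effect of over 35% in size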
TRHR ag = agonists of human TRH receptor | TRHR cells, calcium flux fluo-8, FDSS agonist mode | activation, % at 2 µM | actives 0.18% (n = 360,000) | AID 493084; in the data active = activation above about 30%; also: 0% is about no effect
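TRHR-expressing cells, plated overnight in medium with 10% serum, were loaded with fluo-8 calcium dye at room temperature. After a 10 s baseline, library compound was pin-added and calcium release was recorded kinetically (ex 480/em 530) as agonist response.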
Apoferritin bind = binds horse apoferritin like a general anesthetic. Potency, µM (highest dose often 77.5 µM), without a hit: at the highest dose activity change, negative = displacement, hits mostly inhibitors. apoferritin/1-aminoanthracene competitive binding, fluorescence. P02791. actives 0.074% (n = 350,000); also: potency is read from the fitted curve at half-maximal effect; % is scaled to controls: 0 for no effect and ±100 for the full control effect; nearly all actives have a fitted effect of over 20% in size
Target sequence (P02791 2-175 limits assumed): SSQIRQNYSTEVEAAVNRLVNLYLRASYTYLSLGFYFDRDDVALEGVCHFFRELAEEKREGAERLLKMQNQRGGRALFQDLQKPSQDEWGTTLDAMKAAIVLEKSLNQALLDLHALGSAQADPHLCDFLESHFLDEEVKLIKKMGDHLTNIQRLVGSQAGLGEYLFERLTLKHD
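In PBS, apoferritin at 10 uM is loaded with 1-AMA from a 50% saturated solution. After 10 min of compound exposure at ambient temperature, reduced 535 nm fluorescence indicates probe displacement.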
An asterisk follows results filed as active; ? = inconclusive; / = not tested or not shown; [ ] = another dose, or the depositor's remark. Unless noted, calls follow the shape of the dose curve; as a rule, active = well fitted curve in the direction sought with a large enough effect; inconclusive = small, poorly fitted or top-dose-only effect, or another doubt; inactive = no such curve, though single readings can be large; an effect the other way counts as inactive or inconclusive.

SMILES | POLB inh | ALOX12 inh | Pol iota inh | Pol kappa inh | ERG-DNA inh | APE1 inh | BLM inh | TRHR ag | Apoferritin bind
CC1=C(C(=O)OCCOc2ccccc2)C(c2ccc(C)o2)C2=C(CC(C)(C)CC2=O)N1 (stereo not drawn) | 2% | 86% | 2% | -27% | 0% | -5% | -14% | -0.8 | 45%[activator]
COc1ccccc1NC(=O)c1ccc(NS(=O)(=O)c2cccc3cccnc23)cc1 | 13% | -27% | 131%[activator] | -14% | 2% | 3% | 2% | 0.7 | -13%
Cn1cc(CNC(=O)C2CCCCC2)cn1 | -15% | -2% | -3% | -2% | -3% | 1% | 1% | -0.2 | 2%
CCOc1ccc(NC(=O)CN2C(=O)COc3ccc(S(=O)(=O)Nc4ccccc4)cc32)cc1 | 1% | -23% | -16% | -7% | 2% | / | -10% | -0.3 | 6%
CCOc1cc(C(=O)NCC(C)CN(C)C)cc(OCC)c1OCC (stereo not drawn) | 18% | 10% | 13% | -6% | -1% | 26% | 2% | -0.2 | -12%
CCOC(=O)c1nn(-c2ccc3ccccc3c2)cc1O | 27% | -11% | -11% | -12% | -4% | 0% | -3% | -0.8 | ?
CC(=O)Nc1ccc(Nc2ncnc(N)c2[N+](=O)[O-])cc1 | 18% | -48% | 112%[activator] | -13% | 9% | 6% | 1% | 0.3 | -4%
COc1ccc(CNC(=O)CCS(=O)(=O)c2cc(Br)cc3c2N(C(C)=O)C(C)C3)cc1 (stereo not drawn) | 70% | 0% | -18% | -9% | -2% | / | 1% | -1.3 | -2%
CC(Sc1ccccc1)C(=O)N1CCN(S(=O)(=O)c2ccccc2C(F)(F)F)CC1 (stereo not drawn) | 25% | / | 14% | -1% | 10% | -6% | -4% | 0.4 | -6%
O=C(N/N=C\c1cccnc1)c1ccc(Cl)cc1Cl | 1% | / | 17% | -6% | 9% | 21% | 1% | 0.6 | -14%
COC(=O)c1cn(C(=O)c2cc(OC)cc(OC)c2)c2ccccc12 | 16% | 12% | 148%[activator] | -9% | -1% | 34% | -10% | -0.5 | -23%
CCOc1cc(C2C(C(=O)OC)=C(C)NC3=C2C(=O)c2ccccc23)ccc1OC (stereo not drawn) | ? | -24% | -8% | 1%[60.1 µM] | -3% | / | -6% | 0.3 | ?
Cc1ccccc1CC(=O)NCCN1CCOCC1 | -3% | 0% | -12% | -22% | 2% | -7% | 0% | 0.2 | -2%
CCc1nnc(NC(=O)CSc2nnc(Cc3ccccc3)n2-c2ccccc2)s1 | -5% | -4% | 7% | -14% | -4% | 16% | -1% | -0.7 | -9%
Cc1cccc(CCNC(=O)C2CCN(S(=O)(=O)c3c(C)nn(C)c3C)CC2)c1 | 11% | -23% | 38%[activator] | -9% | -15% | 4% | 0% | -0.3 | 1%
O=C(O)c1cnc(-c2ccccc2)nc1Sc1ccccc1 | 13% | 21% | 10% | -7% | -27% | 1% | 2% | -0.1 | -12%
CN(C)CCC1Sc2ccccc2Oc2ccccc21 (stereo not drawn) | 2% | ? | 4% | -17% | -9% | 2% | 14% | -0.8 | -8%
CN(C)c1ccc(C=C2SC(=S)NC2=O)cc1 | / | -19% | ? | -22% | 114%[activator] | / | / | / | /
COc1ccc(C(C(=O)NC2CCCC2)N(Cc2ccccc2)C(=O)c2snc(C(N)=O)c2N)cc1OC (stereo not drawn) | 13% | -5% | ? | -13% | -9% | -19% | -17% | 0.1 | -4%
CC(Sc1ccc(S(=O)(=O)N2CCOCC2)cn1)C(=O)Nc1ccc(Cl)cc1Cl (stereo not drawn) | / | 0% | 28% | 5% | -3% | 2% | / | 0.4 | /
CCOC(=O)N1CCC(N(CCN(C)C)C(=S)Nc2ccc(Oc3ccccc3)cc2)CC1 | -22% | -14% | -13% | -10% | 9% | -4% | -5% | 0.4 | 14%
O=C(CC1C(=O)N(c2ccccc2)C(=O)N1CCC1=CCCCC1)Nc1ccc(F)cc1 (stereo not drawn) | -1% | 1% | 20% | -20% | -4% | / | -11% | 0.1 | -13%
CCN(c1nc(C)cc(OC)n1)S(=O)(=O)c1ccccc1 | -1% | 0% | -2% | -6% | -2% | -4% | -3% | 0.0 | 7%
COC(=O)c1ccc(NC(=O)CCc2nnc3ccc(N4CCC5(CC4)OCCO5)nn23)cc1 | 2% | 14% | 43%[activator] | 0% | 1% | -1% | 1% | -0.2 | 0%
CN(C)S(=O)(=O)n1cnc([C@@H]2[C@@H]3C(=O)OC[C@@H]3C[C@]23N=CN(Cc2ccccc2)C3=O)c1 | / | 9% | 22% | 1% | -1% | -9% | / | -0.3 | /

The list goes on, overlapping the part above by five compounds.
SMILES | POLB inh | ALOX12 inh | Pol iota inh | Pol kappa inh | ERG-DNA inh | APE1 inh | BLM inh | TRHR ag | Apoferritin bind
CCOC(=O)N1CCC(N(CCN(C)C)C(=S)Nc2ccc(Oc3ccccc3)cc2)CC1 | -22% | -14% | -13% | -10% | 9% | -4% | -5% | 0.4 | 14%
O=C(CC1C(=O)N(c2ccccc2)C(=O)N1CCC1=CCCCC1)Nc1ccc(F)cc1 (stereo not drawn) | -1% | 1% | 20% | -20% | -4% | / | -11% | 0.1 | -13%
CCN(c1nc(C)cc(OC)n1)S(=O)(=O)c1ccccc1 | -1% | 0% | -2% | -6% | -2% | -4% | -3% | 0.0 | 7%
COC(=O)c1ccc(NC(=O)CCc2nnc3ccc(N4CCC5(CC4)OCCO5)nn23)cc1 | 2% | 14% | 43%[activator] | 0% | 1% | -1% | 1% | -0.2 | 0%
CN(C)S(=O)(=O)n1cnc([C@@H]2[C@@H]3C(=O)OC[C@@H]3C[C@]23N=CN(Cc2ccccc2)C3=O)c1 | / | 9% | 22% | 1% | -1% | -9% | / | -0.3 | /
CCN(C(=O)COC(=O)c1cc([N+](=O)[O-])ccc1N1CCOCC1)C1CCCCC1 | / | ? | 20% | -9% | 7% | 25% | / | 3.5 | /
CC(C)CNC(=O)CSc1nnc(-c2cccc(S(=O)(=O)N3CCCCC3)c2)o1 | 5% | -15% | 13% | -19% | 0% | 4% | -3% | -1.0 | -9%
CCOC(=O)CC1C(=O)NC2CCCCC2N1C(=O)Nc1ccc(Cl)cc1 (stereo not drawn) | 8% | -29% | 8% | 1% | 2% | 3% | -1% | 0.2 | -6%
COc1ccc(Cl)cc1-n1c(=S)sc2c(=O)[nH]c(SCC(=O)C(C)(C)C)nc21 | 6% | 0% | 10% | 1% | 6% | -12% | -3% | -0.6 | 0%
Cc1cccc(CCNC(=O)COc2cc(=O)n(C)c3ccccc23)c1 | 21% | 0% | 82%[activator] | 2% | 7% | 3% | -2% | -0.8 | -24%
CC(NC(=O)C1CCC(CNS(=O)(=O)c2ccc3c(c2)C(C)(C)C(=O)N3C)CC1)c1ccccc1 (stereo not drawn) | 34% | 7% | 14% | 7% | -1% | 19% | -3% | 0.8 | ?
CC1(C)CC(=O)c2c(n(-c3cccc4ccccc34)ccc2=O)C1 | 3% | -1% | 8% | -17% | 0% | 2% | 0% | 0.7 | -9%
N#Cc1c(NC(=O)C2CC(Cl)=CCC2C(=O)O)sc2c1CCCCC2 (stereo not drawn) | 14% | -22% | 54%[activator] | -7% | 4% | 15% | 1% | 0.2 | -11%
Cc1ccccc1CNC(=O)C(=O)NCC1OCCCN1S(=O)(=O)c1ccc(F)cc1C (stereo not drawn) | 19% | 0% | 22% | -2% | -6% | 17% | -4% | -0.2 | -13%
O=S(=O)(c1ccc(NC(=S)NN=C(C2CC2)C2CC2)cc1)N1CCOCC1 | -11% | ? | 26% | -8% | -10% | -5% | -10% | -0.1 | -15%
Cc1sc2ncnc(-n3cnc4ccccc43)c2c1C | 12% | -1% | 26% | -20% | -2% | 0% | 3% | -0.3 | -21%
CCCOC(=O)c1ccc(Oc2c(-c3ccc(OC)cc3O)n[nH]c2C)cc1 | -2% | ? | 2% | -12% | 1% | -7% | -14% | 0.2 | -11%
O=C1CC(Cc2ccccc2)C(=O)N1c1ccc(Cl)cn1 (stereo not drawn) | 22% | -19% | -6% | -3% | ? | -1% | 0% | 0.0 | -24%
CCCCCC/C=N/Nc1nnc(Cc2ccccc2)c(=O)[nH]1 | ? | -8% | 23% | 1% | 5% | 13% | 0% | -1.1 | -19%
COc1cc(OC)cc(C(=O)NNC(=O)c2ccccc2Br)c1 | -2% | 2% | -12% | -2% | -3% | -8% | 0% | 0.2 | -6%
Cc1nc2cnc(N3CCN(C)CC3)nc2n(C2CC2)c1=O | / | ? | / | -10%[60.1 µM] | / | ? | -3% | / | /
COc1ccc2[nH]c3c(c2c1)CCN1C(=O)N([C@@H](C)C(=O)NC2CCCCC2C)C(=O)[C@]31C (stereo partly drawn) | 24% | 96%[activator] | 19% | -18% | -1% | -6% | -11% | 0.9 | -19%
COc1ccc(CCNc2ccc(N3C(=O)CC(C)C3=O)cc2[N+](=O)[O-])cc1 (stereo not drawn) | 2% | 0% | 35%[activator] | -10% | 5% | -10% | -1% | 0.4 | ?

Ordered by number of heavy atoms (smallest number first): part of the list above.
SMILES | POLB inh | ALOX12 inh | Pol iota inh | Pol kappa inh | ERG-DNA inh | APE1 inh | BLM inh | TRHR ag | Apoferritin bind
CCCCCC/C=N/Nc1nnc(Cc2ccccc2)c(=O)[nH]1 | ? | -8% | 23% | 1% | 5% | 13% | 0% | -1.1 | -19%
O=S(=O)(c1ccc(NC(=S)NN=C(C2CC2)C2CC2)cc1)N1CCOCC1 | -11% | ? | 26% | -8% | -10% | -5% | -10% | -0.1 | -15%
CC(NC(=O)C1CCC(CNS(=O)(=O)c2ccc3c(c2)C(C)(C)C(=O)N3C)CC1)c1ccccc1 (stereo not drawn) | 34% | 7% | 14% | 7% | -1% | 19% | -3% | 0.8 | ?

This is a subset; rates above refer to the full screens.
